Source: PubChem BioAssay
NLRP3 yeast inh: NALP3 inhibition in yeast | hit rate 0.39% among 330,000 | AID 2825 | inhibition, % at 10 µM | Yeast reconstituted NLRP3/ASC/caspase-1, beta-gal luminescence, 24 h;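 active = inhibition of 50% or more; inactive = inhibition below 50%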;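 also: plate controls were induced DMSO wells for no effect and uninduced yeast grown without galactose for full effect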
APOBEC3G inh: inhibitors of human APOBEC3G DNA deaminase; Q9HC16; recombinant A3G, ssDNA deamination FAM/TAMRA fluorescence; inhibition, % at 20 µM; hit rate 0.28% among 330,000; AID 493012;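 active = inhibition of at least 40% at 20 µM, with no more than 30% in the related APOBEC3A deaminase screen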;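 also: plate controls were DMSO wells with A3G for no effect and wells lacking A3G enzyme for full effect; some compounds called inactive have numbers as strong as hits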
tim10-1 inh: inhibits growth of tim10-1 mutant yeast | S. cerevisiae tim10-1 ts strain growth, BacTiter-Glo, 24 h | inhibition, % at 20 µM | hit rate 2.2% among 330,000 | AID 463190;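 active = inhibition of at least 40%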;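 also: mutant grown at 25 °C; 0% = DMSO wells with yeast and 100% = wells holding no yeast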
mIAP inh: blocks mouse intestinal alkaline phosphatase | hit rate 0.2% among 330,000 | purified mouse IAP, CDP-Star luminescence, 30 min | inhibition, % at 10 µM | AID 2806;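 active = inhibition of at least 40% at 10 µM in the primary screen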;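 also: plate controls were DMSO with enzyme for no effect and no enzyme wells for full effect; values of inactives mirror those of a sister screen read the other way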
hIAP block: human IAP inhibition | purified IAP, CDP-Star luminescence, 30 min | inhibition, % at 10 µM | P09923 | hit rate 0.12% among 330,000 | AID 2544;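 active = inhibition reaching a set limit with compound at 10 µM in the primary screen, cut at about 35% in these data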;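 also: plate controls were DMSO wells with enzyme for no effect and no-enzyme buffer wells for full effect; values of inactives mirror those of a sister screen read the other way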
Target sequence (P09923 whole entry, looked up): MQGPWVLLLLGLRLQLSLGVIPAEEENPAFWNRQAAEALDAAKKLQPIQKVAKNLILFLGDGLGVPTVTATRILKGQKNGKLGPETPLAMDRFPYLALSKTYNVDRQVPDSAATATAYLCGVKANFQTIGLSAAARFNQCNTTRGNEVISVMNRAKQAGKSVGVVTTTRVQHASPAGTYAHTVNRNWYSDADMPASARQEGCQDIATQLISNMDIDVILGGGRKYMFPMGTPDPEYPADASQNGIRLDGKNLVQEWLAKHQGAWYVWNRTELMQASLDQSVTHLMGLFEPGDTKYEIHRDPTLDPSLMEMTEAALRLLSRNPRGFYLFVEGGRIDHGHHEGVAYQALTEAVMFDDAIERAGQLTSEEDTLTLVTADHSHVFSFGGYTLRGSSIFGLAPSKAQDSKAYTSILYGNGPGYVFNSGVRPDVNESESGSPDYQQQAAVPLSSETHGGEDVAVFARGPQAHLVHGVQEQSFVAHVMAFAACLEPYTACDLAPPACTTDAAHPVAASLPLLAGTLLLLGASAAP
mIAP activ: increases mouse intestinal alkaline phosphatase activity; muIAP, CDP-Star luminescence, 30 min; hits give high values; 1 = vehicle-only enzyme signal, 0 = enzyme-free wells; activation factor at 10 µM; hit rate 0.24% among 330,000; AID 2805;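 active = activation factor of at least 2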; also: the source names both 10 and 20 µM as test concentration; values of inactives mirror those of a sister screen read the other way
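Assay system: mouse IAP enzyme; reagent: chemiluminescent substrate CDP-Star; dosing: test compounds delivered from DMSO solution; schedule: 30 min at room temperature; measured by: luminescence from enzymatic CDP-Star hydrolysis; controls: DMSO-only wells and no-enzyme negative control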
beta cell repl: MIN6 beta-cell proliferation induction; MIN6 cells proliferation, ATPlite luminescence, 48 h; cells starved in 0.2% serum; 100% = growth in 10% serum; proliferation, % at 10 µM; hit rate 0.29% among 330,000; AID 2380;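 active = compounds whose signal lies at least 3.5 SD above the mean of all wells on their plate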;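 also: 0% = DMSO-treated cells in low-serum medium and 100% = 10% serum control; some compounds called inactive have numbers as strong as hits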
TIM10 inh: growth inhibitors of TIM10 yeast strain | S. cerevisiae TIM10 strain growth, BacTiter-Glo luminescence, 24 h | hit rate 1.4% among 330,000 | inhibition, % at 10 µM | AID 463195;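 active = inhibition of 40% or more at the single tested concentration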;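 also: wild-type TIM10 isogenic control strain grown at permissive 25 °C; 0% = DMSO yeast wells and 100% = minimal medium wells without yeast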
A3A deaminase: inhibitors of human APOBEC3A DNA deaminase. inhibition, % at 20 µM. hit rate 0.41% among 330,000. recombinant A3A, FAM/TAMRA ssDNA deamination fluorescence. P31941. AID 493011;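 active = at least 40% inhibition at 20 µM here, with at most 30% in a related deaminase screen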;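 also: plate controls were A3A with DMSO for no effect and wells lacking A3A enzyme for full effect; some results filed as inactive read as strong as hits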
Target sequence (P31941 whole entry, looked up): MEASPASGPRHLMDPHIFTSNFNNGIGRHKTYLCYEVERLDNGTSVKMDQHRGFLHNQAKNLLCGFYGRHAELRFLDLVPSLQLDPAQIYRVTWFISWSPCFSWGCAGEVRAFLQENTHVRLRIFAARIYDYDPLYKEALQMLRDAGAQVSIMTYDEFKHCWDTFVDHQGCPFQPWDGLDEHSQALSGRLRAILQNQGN
* marks the source's active call; other numbers are inactive results.

SMILES	NLRP3 yeast inh	APOBEC3G inh	tim10-1 inh	mIAP inh	hIAP block	mIAP activ	beta cell repl	TIM10 inh	A3A deaminase
O=C1NCCCC1C(=O)N/N=C/c1cccc(O)c1 (stereo not given)	-4.1	-5.1	6.8	1.3	4.9	0.987	-0.3	-8.5	-1.0
Cc1nc2ccccc2nc(C)c1=NOCC(=O)N(c1ccccc1)C(C)C	-4.0	4.3	9.6	-5.3	9.6	1.05	-4.6	30.2	-3.2
CC(C)(C)NC(=O)N1c2ccccc2Sc2ccccc21	2.5	-5.0	21.4	1.9	-1.8	0.981	1.1	-1.7	-2.6
Cc1ccn2cc(C(=O)NCc3ccco3)nc2c1	6.8	7.0	-4.4	4.0	-10.7	0.96	2.8	-7.3	3.2
COc1ccc(CN(C)S(=O)(=O)c2nnc(NC(=O)c3ccccc3)s2)cc1OC	13.3	-3.1	-2.7	9.6	2.8	0.904	-3.4	-21.3	0.2
C/C(Cl)=C\Cn1c(Nc2ccc(C)cc2)nc2c1c(=O)n(C)c(=O)n2C	10.5	2.1	11.9	-2.3	7.5	1.02	-2.0	0.3	0.9
Cc1cccc(N2CCN(C(=O)c3ccc(NS(=O)(=O)c4ccc5[nH]c(=O)[nH]c5c4)cc3)CC2)c1C	15.8	-6.2	1.6	4.0	-19.3	0.96	-1.0	10.5	-0.5
COc1ccc(NC(=O)CN(C)C(=O)c2oc3ccccc3c2C)cc1	16.4	-6.5	-23.9	-10.5	8.8	1.1	-0.1	5.3	2.9
Cc1cc(F)c(F)c(C(=O)NC2CC2)c1Cl	9.8	-2.6	-5.9	-9.0	4.0	1.09	-2.2	-12.8	0.4
COc1ccc(-c2ccc(NS(=O)(=O)c3cc([N+](=O)[O-])ccc3C)cc2)nn1	11.6	-5.7	4.4	3.8	13.1	0.962	0.1	5.9	-1.3
CSc1nc2sc3c(c2c2nncn12)CCC3	4.5	1.8	-4.0	4.5	-8.5	0.955	5.3	-19.1	5.1
CCc1ccc2c(c1)cc(CN(C(=S)Nc1ccc(Cl)cc1)C1CC1)c1nnnn12	1.4	-3.2	14.6	8.7	15.6	0.913	-3.9	9.8	0.0
CCN(CC(=O)NC1CCS(=O)(=O)C1)c1nc(-c2cccnc2)nc2ccccc12 (stereo not given)	17.9	-4.6	20.0	4.2	-20.2	0.958	-2.0	4.0	-17.1
O=C(O)c1cc(-n2nnnc2SCc2ccccc2F)ccc1Cl	4.0	-3.9	3.7	6.3	8.5	0.937	0.7	4.8	2.8
NC(=O)Cc1ccc(Nc2nnc(-c3ccccc3)c3ccccc23)cc1	10.1	-9.7	17.8	9.6	8.1	0.904	-1.9	19.0	-4.6
CCCN1C(=O)C(=O)c2cc(C)ccc21	-0.5	-6.2	-11.2	12.3	15.3	0.877	-5.2	-2.4	-2.2
CCS(=O)(=O)c1ccc2c(c1)N(S(=O)(=O)c1ccc(Cl)cc1)CC(C(=O)O)O2 (stereo not given)	6.6	-7.1	-5.3	-1.2	7.1	1.01	-3.1	1.9	-3.3
O=C(c1csc2ccccc12)n1cccn1	23.7	-4.3	2.9	5.3	9.2	0.947	4.4	2.5	2.3
C[C@@H](CN=[N+]=[N-])CN1CC[C@H](O)CCC1=O	8.2	-4.8	-6.9	2.9	-3.6	0.971	3.9	-0.9	2.3
N#Cc1c(N)nc2c(c1-c1ccc3c(c1)OCO3)CCCCCC2	-7.3	-3.2	24.5	5.4	10.1	0.946	-2.2	29.4	-1.8
CC(C)NC(=O)c1ccccc1NC(=O)Cc1ccc(Cl)cc1	5.4	-4.3	10.0	2.3	-0.2	0.977	-3.7	1.7	0.5
CC(C)(Oc1ccc(Cl)cc1)C(=O)NCC(c1ccco1)N1CCCCC1 (stereo not given)	16.3	-7.2	13.9	-5.4	-10.3	1.05	-3.0	8.5	-1.6
O=C(Cn1c(=O)sc2ccccc21)Nc1ccc2c(c1)OCCO2	11.1	-3.8	-7.0	-14.3	9.4	1.14	-2.3	-14.5	-2.8
C1=C2C[N+]3(CCCC3)CC2Cc2ccc3ccccc3c21 (stereo not given)	16.8	-0.6	-4.2	9.8	-6.3	0.902	-0.5	-10.2	4.6
O=C(O/N=C1\CCS(=O)(=O)c2sccc21)c1c(F)cccc1F	-7.7	-6.9	-8.2	-3.8	5.0	1.04	0.0	11.2	0.2

Ordered by the number under hIAP block (highest first): some entries from above.
compound	hIAP block
O=C(Cn1c(=O)sc2ccccc21)Nc1ccc2c(c1)OCCO2	9.4
CC(C)(C)NC(=O)N1c2ccccc2Sc2ccccc21	-1.8
Cc1cccc(N2CCN(C(=O)c3ccc(NS(=O)(=O)c4ccc5[nH]c(=O)[nH]c5c4)cc3)CC2)c1C	-19.3

Limited to TIM10 inh, mIAP activ and tim10-1 inh, for two of the compounds above:
compound | TIM10 inh | mIAP activ | tim10-1 inh
CCN(CC(=O)NC1CCS(=O)(=O)C1)c1nc(-c2cccnc2)nc2ccccc12 (stereo not given) | 4.0 | 0.958 | 20.0
O=C(O)c1cc(-n2nnnc2SCc2ccccc2F)ccc1Cl | 4.8 | 0.937 | 3.7

Shown bar-delimited: two of the compounds above
compound | NLRP3 yeast inh | APOBEC3G inh | tim10-1 inh | mIAP inh | hIAP block | mIAP activ | beta cell repl | TIM10 inh | A3A deaminase
COc1ccc(NC(=O)CN(C)C(=O)c2oc3ccccc3c2C)cc1 | 16.4 | -6.5 | -23.9 | -10.5 | 8.8 | 1.1 | -0.1 | 5.3 | 2.9
Cc1cc(F)c(F)c(C(=O)NC2CC2)c1Cl | 9.8 | -2.6 | -5.9 | -9.0 | 4.0 | 1.09 | -2.2 | -12.8 | 0.4

Continued.
SMILES	NLRP3 yeast inh	APOBEC3G inh	tim10-1 inh	mIAP inh	hIAP block	mIAP activ	beta cell repl	TIM10 inh	A3A deaminase
CC1CN(CCCCOc2cccc(Oc3ccccc3)c2)CC(C)O1 (stereo not given)	37.9	-3.7	-45.7	6.1	14.6	0.939	-3.9	-54.5	-0.3
CCn1nc(C)c(C2C(C#N)=C(N)OC3=C2C(=O)CCC3)c1C (stereo not given)	8.5	-8.0	13.5	-0.6	-11.6	1.01	-0.2	3.2	-1.6
N#Cc1ccccc1NC(=O)CSc1nnc(-c2ccccc2O)n1-c1ccccc1	5.4	-6.8	41.8*	-18.4	-4.0	1.18	-2.9	12.1	-10.1
CCCOc1ccc(CCc2n[nH]c(=S)n2Cc2ccccc2)cc1	34.8	-3.9	37.0	-17.5	-16.0	1.18	-4.3	37.3	-6.2
CC(CN1CCOCC1)OC(=O)c1ccccc1Br (stereo not given)	-3.9	-2.4	10.4	-1.4	5.7	1.01	-4.5	-15.9	0.2
C=C(C)Cn1c(SCC(=O)O)nnc1-c1ccc(C(C)(C)C)cc1	-11.9	-3.6	19.7	-1.7	4.2	1.02	-2.7	1.6	0.7
